Assay outcomes as filed in PubChem BioAssay.
SRC1 inh – SRC1 coactivator transcriptional activity inhibitors, primary screen, cell-based, luminescence; HEK293 GAL4-SRC1 luciferase reporter; inhibition, % at 3.6 µM; Nuclear receptor coactivator 1 (Homo sapiens), Q15788; actives 0.12% (n = 360,000);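 active = inhibition above the campaign mean plus 3 SD, with each screening campaign given its own cutoff, cut at about 60% in these data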;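 note: 0% = DMSO treated cells and 100% = gossypol at 36 µM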
NR5A2 inv ag – LRH-1 (NR5A2) inverse agonists, primary screen, cell-based, luminescence, HEK293T, StAR-luciferase reporter; AID 602396, 2012; inhibition, % at 3.6 µM; actives 0.13% (n = 360,000); LRH-1 transfected, 24 h;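 active = inhibition above the mean inhibition of all tested compounds plus 3 SD, cut at about 73% in these data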;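 note: 0% = DMSO wells and 100% = reporter-only cells lacking LRH-1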
Target sequence (O00482 whole entry, looked up): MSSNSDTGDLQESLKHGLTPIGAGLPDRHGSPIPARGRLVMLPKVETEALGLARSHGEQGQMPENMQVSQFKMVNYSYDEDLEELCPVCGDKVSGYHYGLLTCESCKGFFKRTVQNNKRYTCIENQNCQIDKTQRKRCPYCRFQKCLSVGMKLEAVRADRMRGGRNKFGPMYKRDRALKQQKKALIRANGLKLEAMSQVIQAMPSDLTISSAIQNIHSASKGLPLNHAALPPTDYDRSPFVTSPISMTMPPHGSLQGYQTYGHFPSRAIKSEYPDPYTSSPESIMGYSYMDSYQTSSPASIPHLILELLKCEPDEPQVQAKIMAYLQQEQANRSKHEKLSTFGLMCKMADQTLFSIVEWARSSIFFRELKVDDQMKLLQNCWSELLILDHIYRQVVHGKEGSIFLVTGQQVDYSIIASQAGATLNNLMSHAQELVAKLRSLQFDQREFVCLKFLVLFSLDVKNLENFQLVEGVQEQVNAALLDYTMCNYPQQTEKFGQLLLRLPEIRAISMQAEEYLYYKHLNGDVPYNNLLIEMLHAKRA
TWEAK Fn14 block – inhibitors of TWEAK-Fn14 signaling, primary screen, luciferase reporter cells, uHTS. inhibition, % at 10 µM. TWEAK-stimulated Fn14 reporter cells, luciferase luminescence, 8 h. actives 2% (n = 360,000); in the data active = inhibition above about 50%
COUP-TFII inh – NR2F2 transcriptional activity inhibitors, primary screen, cell-based, luciferase reporter, HEK293T, luminescence; HEK293T NGFI-A luciferase reporter; actives 0.7% (n = 370,000); inhibition, % at 8.6 µM; COUP transcription factor 2 (Homo sapiens), P24468;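 active = inhibition above a per-plate cutoff, mean inhibition of test wells between control levels plus 3 SD, cut at about 38% in these data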;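 note: cells cotransfected with COUP-TFII expression vector driving the NGFI-A reporter; 0% = median of COUP-TF2 test wells and 100% = reporter-only cells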
TROY NFkB inh – inhibitors of TROY-driven NF-kB signaling, primary screen, Q293 LMP1-TROYcd cells, NF-kB luciferase, uHTS. Q293 LMP1-TROYcd NF-kB luciferase reporter, 4 h. inhibition, % at 10 µM. actives 0.98% (n = 360,000). AID 1347056, 2019;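 active = compounds whose plate-normalised and pattern-corrected inhibition of the luciferase reporter signal at the single screening dose is 50% or more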
NCOA3 inh – SRC3 coactivator transcriptional activity inhibitors, primary screen, cell-based, luminescence; actives 0.17% (n = 360,000); inhibition, % at 3.6 µM; HEK293 GAL4-SRC3 luciferase reporter;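 active = inhibition above a per-campaign cutoff, the mean of all compounds plus 3 SD, cut at about 60% in these data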;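 note: 0% = DMSO-treated cells and 100% = gossypol-treated cells at 36 µM; higher means less SRC3-driven luciferase light from the GAL4 reporter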
EBV LMP1 NFkB – EBV LMP1-driven NF-kappaB luciferase reporter inhibitors, primary screen, cell-based, luminescence, single point | inhibition, % at 12.5 µM | actives 0.69% (n = 350,000) | LMP1-induced NF-kappaB luciferase reporter cells; in the data active = inhibition above about 41%;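 note: 0% = neutral control wells and 100% = reference inhibitor control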
NOD2 RIPK2 PPI – NOD2-RIPK2 binding disruptors in cells, primary screen, fluorescence, CHO cells, BLA complementation | AID 624267, 2012 | CCF4 ratio | actives 0.38% (n = 360,000) | Receptor-interacting serine/threonine-protein kinase 2 (Homo sapiens), O43353 | inhibition, % at 4.98 µM; in the data active = inhibition above about 21%;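 note: 0% = vehicle only and 100% = reference blocker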
Target sequence (O43353 whole entry, looked up): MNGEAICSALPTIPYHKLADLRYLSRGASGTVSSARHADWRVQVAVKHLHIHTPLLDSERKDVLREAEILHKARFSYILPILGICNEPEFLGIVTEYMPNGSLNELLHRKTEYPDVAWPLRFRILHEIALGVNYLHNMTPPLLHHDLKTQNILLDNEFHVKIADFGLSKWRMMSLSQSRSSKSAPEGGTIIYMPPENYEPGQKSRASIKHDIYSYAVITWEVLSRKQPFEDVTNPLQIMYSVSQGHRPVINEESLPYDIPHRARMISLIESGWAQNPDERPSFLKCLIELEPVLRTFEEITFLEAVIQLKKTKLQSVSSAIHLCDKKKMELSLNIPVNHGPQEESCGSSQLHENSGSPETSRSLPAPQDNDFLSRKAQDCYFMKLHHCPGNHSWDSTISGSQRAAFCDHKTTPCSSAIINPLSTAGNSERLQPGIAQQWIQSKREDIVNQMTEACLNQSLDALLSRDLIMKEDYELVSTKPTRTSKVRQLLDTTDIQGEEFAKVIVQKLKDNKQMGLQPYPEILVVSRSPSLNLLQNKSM
C8 TRAIL sens – viability loss with TRAIL in NB7+C8 cells, primary screen, TRAIL sensitizer project, cell-based, ATPlite luminescence; AID 624354, 2012; inhibition (viability loss, TRAIL sensitization), % at 10 µM; actives 1% (n = 360,000);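 active = compounds causing at least 50% loss of cell viability in the single-dose screen, relative to plate controls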
TLR9-MyD88 inh – inhibitors of TLR9-MyD88 association in cells, primary screen, cell-based, CHO, BLA complementation, fluorescence; Toll-like receptor 9 (Homo sapiens) + Myeloid differentiation primary response protein …; CCF4 FRET ratio; inhibition, % at 4.98 µM; actives 0.21% (n = 340,000); AID 504734, 2011;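 active = inhibition above the mean over all tested compounds plus 3 SD, cut at about 21% in these data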;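 note: 0% = DMSO only wells and 100% = clavulanate BLA inhibitor control wells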
SRC2 inh – inhibition of GAL4-SRC2 driven luciferase reporter, primary screen, SRC2 inhibitor project, cell-based, luminescence; actives 0.17% (n = 370,000); HEK293 GAL4-SRC2 luciferase reporter; inhibition, % at 9 µM;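 active = inhibition above the mean inhibition of all tested compounds plus 3 SD, set per campaign, cut at about 52% in these data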;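 note: 0% = DMSO treated cells and 100% = cells given Gossypol at 36 µM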
Numbers without * were called inactive.

For O=C(COC(=O)c1ccc(N2CCCC2=O)cc1)c1ccc(OC(F)F)cc1 the results were SRC1 inh -2, NR5A2 inv ag -7, TWEAK Fn14 block 4, COUP-TFII inh -3, TROY NFkB inh 16, NCOA3 inh 10, EBV LMP1 NFkB 7, NOD2 RIPK2 PPI 3, C8 TRAIL sens 1, TLR9-MyD88 inh 1 and SRC2 inh 16.
`CCCN(CCC)C(=O)c1ccccc1C(=O)N(CCC)CCC` gave SRC1 inh -20, NR5A2 inv ag 9, TWEAK Fn14 block 2, COUP-TFII inh 15, TROY NFkB inh -20, NCOA3 inh 15, EBV LMP1 NFkB 3, NOD2 RIPK2 PPI 0, C8 TRAIL sens -25, TLR9-MyD88 inh 4 and SRC2 inh -7.
Screening Cc1ccc(C(C)C)cc1OCCn1cncn1 returned SRC1 inh -9, NR5A2 inv ag -9, TWEAK Fn14 block 4, COUP-TFII inh 12, TROY NFkB inh -9, NCOA3 inh -1, EBV LMP1 NFkB 6, NOD2 RIPK2 PPI -5, C8 TRAIL sens 4, TLR9-MyD88 inh -19 and SRC2 inh 7.
For Cc1c(CCOC(=O)c2ccc([N+](=O)[O-])cc2)sc[n+]1CC(=O)c1ccccc1 the results were SRC1 inh -12, NR5A2 inv ag 3, TWEAK Fn14 block 0, COUP-TFII inh 12, TROY NFkB inh 1, NCOA3 inh 16, EBV LMP1 NFkB -7, NOD2 RIPK2 PPI -7, C8 TRAIL sens 1, TLR9-MyD88 inh 18 and SRC2 inh -17.
Screening CNC(CC(C)C)C(=O)NC1C(=O)NC(CC(N)=O)C(=O)NC2C(=O)NC3C(=O)NC(C(=O)NC(C(=O)O)c4cc(O)cc(O)c4-c4cc3ccc4O)C(O)c3ccc(c(Cl)c3)Oc3cc2cc(c3OC2OC(CO)C(O)C(O)C2OC2CC(C)(N)C(O)C(C)O2)Oc2ccc(cc2Cl)C1O (stereo unspecified) returned SRC1 inh 1, NR5A2 inv ag 8, TWEAK Fn14 block 14, COUP-TFII inh 18, TROY NFkB inh -15, NCOA3 inh -10, EBV LMP1 NFkB -1, NOD2 RIPK2 PPI 14, C8 TRAIL sens 7, TLR9-MyD88 inh 1 and SRC2 inh -13.
Screening O=C(c1cccc(S(=O)(=O)N2CCOCC2)c1)N(CCc1ccccc1)Cc1ccccc1 returned SRC1 inh -9, NR5A2 inv ag 5, TWEAK Fn14 block 7, COUP-TFII inh -13, TROY NFkB inh -5, NCOA3 inh -9, EBV LMP1 NFkB -1, NOD2 RIPK2 PPI -8, C8 TRAIL sens 5, TLR9-MyD88 inh -5 and SRC2 inh -2.
`CCOc1ccc(S(=O)(=O)NCc2cccs2)cc1` gave SRC1 inh -63, NR5A2 inv ag -23, TWEAK Fn14 block -13, COUP-TFII inh -2, TROY NFkB inh -27, NCOA3 inh -45, EBV LMP1 NFkB 5, NOD2 RIPK2 PPI 7, C8 TRAIL sens -3, TLR9-MyD88 inh 1 and SRC2 inh -7.
O=C1NCCN1C(=O)N(c1ccccc1)c1ccccc1 was read as SRC1 inh -17, NR5A2 inv ag -14, TWEAK Fn14 block 12, COUP-TFII inh 13, TROY NFkB inh -13, NCOA3 inh 14, EBV LMP1 NFkB 1, NOD2 RIPK2 PPI 3, C8 TRAIL sens 9, TLR9-MyD88 inh 6 and SRC2 inh 6.
`CC(=O)N(Cc1cc(=O)[nH]c2ccccc12)c1ccccc1C` gave SRC1 inh 2, NR5A2 inv ag 19, TWEAK Fn14 block 23, COUP-TFII inh 0, TROY NFkB inh -1, NCOA3 inh -7, EBV LMP1 NFkB -3, NOD2 RIPK2 PPI -8, C8 TRAIL sens -3, TLR9-MyD88 inh -9 and SRC2 inh -31.
O=C(c1ccco1)N1CCN(/C(=N/S(=O)(=O)c2cccs2)c2ccccc2Cl)CC1 was read as SRC1 inh 5, NR5A2 inv ag -5, TWEAK Fn14 block 12, COUP-TFII inh 9, NCOA3 inh 15, EBV LMP1 NFkB 2, NOD2 RIPK2 PPI 6, C8 TRAIL sens 15, TLR9-MyD88 inh 5 and SRC2 inh 10.
Screening CCCCCn1c(SC(C)C(C)=O)nc2c1c(=O)[nH]c(=O)n2C (stereo unspecified) returned SRC1 inh 7, NR5A2 inv ag 20, TWEAK Fn14 block -14, COUP-TFII inh -15, TROY NFkB inh -13, NCOA3 inh -6, EBV LMP1 NFkB -8, NOD2 RIPK2 PPI -15, C8 TRAIL sens -5, TLR9-MyD88 inh 0 and SRC2 inh -3.
`O=C(Nc1ccc(C(=O)NCCCN2CCN(c3ccc(F)cc3)CC2)cc1)C1=CSCCO1` gave SRC1 inh -2, NR5A2 inv ag 6, TWEAK Fn14 block 12, COUP-TFII inh -6, TROY NFkB inh -5, NCOA3 inh 21, EBV LMP1 NFkB -16, NOD2 RIPK2 PPI -12, C8 TRAIL sens 11, TLR9-MyD88 inh 13 and SRC2 inh -8.
`Cc1c(NC(=O)Nc2ccc(C(C)(C)C)cc2)c(=O)n(-c2ccccc2)n1C` gave SRC1 inh -32, NR5A2 inv ag 3, TWEAK Fn14 block 1, COUP-TFII inh -6, TROY NFkB inh -17, NCOA3 inh 16, EBV LMP1 NFkB -2, NOD2 RIPK2 PPI -5, C8 TRAIL sens 0, TLR9-MyD88 inh -7 and SRC2 inh -66.
Screening Cn1c(CC(=O)Nc2ccccc2)nnc1SCC(=O)c1ccccc1 returned SRC1 inh 9, NR5A2 inv ag -8, TWEAK Fn14 block 3, COUP-TFII inh -2, TROY NFkB inh -15, NCOA3 inh 19, EBV LMP1 NFkB -4, NOD2 RIPK2 PPI -1, C8 TRAIL sens -7, TLR9-MyD88 inh 0 and SRC2 inh -7.
`CCOC(=O)N1CCN(C(=O)Nc2ccc3nccnc3c2)CC1` gave SRC1 inh -2, NR5A2 inv ag 4, TWEAK Fn14 block -12, COUP-TFII inh 1, TROY NFkB inh -21, NCOA3 inh -10, EBV LMP1 NFkB -19, NOD2 RIPK2 PPI -1, C8 TRAIL sens -1, TLR9-MyD88 inh 8 and SRC2 inh 1.
`Cc1c(N(C)S(=O)(=O)c2cccc(C(=O)NCc3cccnc3)c2)c(=O)n(-c2ccccc2)n1C` gave SRC1 inh 1, NR5A2 inv ag 6, TWEAK Fn14 block 9, COUP-TFII inh 1, TROY NFkB inh -3, NCOA3 inh -16, EBV LMP1 NFkB -1, NOD2 RIPK2 PPI -6, C8 TRAIL sens 1, TLR9-MyD88 inh -2 and SRC2 inh -1.
Screening C/C(NC1CCCC1)=C(/C#N)C(N)=O returned SRC1 inh 4, NR5A2 inv ag -5, TWEAK Fn14 block -4, COUP-TFII inh -9, TROY NFkB inh 3, NCOA3 inh 15, EBV LMP1 NFkB -8, NOD2 RIPK2 PPI 4, C8 TRAIL sens 18, TLR9-MyD88 inh -1 and SRC2 inh 4.
For Cc1cccc(Nc2nc(-c3sc(C)nc3C)cs2)c1 the results were SRC1 inh -62, NR5A2 inv ag -47, TWEAK Fn14 block 24, COUP-TFII inh 15, TROY NFkB inh -31, NCOA3 inh -38, EBV LMP1 NFkB -21, NOD2 RIPK2 PPI 1, C8 TRAIL sens 15, TLR9-MyD88 inh 4 and SRC2 inh -13.
Screening CCc1ccc2[nH]c(=O)c(C(c3nnnn3Cc3ccc(OC)cc3)N3CCOCC3)cc2c1 (stereo unspecified) returned SRC1 inh 16, NR5A2 inv ag -2, TWEAK Fn14 block 19, COUP-TFII inh -2, TROY NFkB inh -8, NCOA3 inh 15, EBV LMP1 NFkB 3, NOD2 RIPK2 PPI -4, C8 TRAIL sens 8, TLR9-MyD88 inh -5 and SRC2 inh -23.
Screening Cc1ccc(-c2ccc(S(=O)(=O)Nc3cccnc3)cc2)cc1 returned SRC1 inh 24, NR5A2 inv ag 11, TWEAK Fn14 block 5, COUP-TFII inh -16, TROY NFkB inh 4, NCOA3 inh -1, EBV LMP1 NFkB -5, NOD2 RIPK2 PPI 2, C8 TRAIL sens 26, TLR9-MyD88 inh 6 and SRC2 inh 30.
CN1CCN(c2ncnc3c2[nH]c2ccc(F)cc23)CC1 was read as SRC1 inh -5, NR5A2 inv ag -12, TWEAK Fn14 block -24, COUP-TFII inh 0, TROY NFkB inh 3, NCOA3 inh 12, EBV LMP1 NFkB 13, NOD2 RIPK2 PPI 2, C8 TRAIL sens -3, TLR9-MyD88 inh -5 and SRC2 inh -14.
`COc1ccc(CCNC(=O)CSc2ccc3ccccc3c2)cc1OC` gave SRC1 inh -46, NR5A2 inv ag -28, TWEAK Fn14 block -20, COUP-TFII inh 30, TROY NFkB inh -8, NCOA3 inh 6, EBV LMP1 NFkB -6, NOD2 RIPK2 PPI -4, C8 TRAIL sens -15, TLR9-MyD88 inh 5 and SRC2 inh 0.
`CCCS(=O)(=O)NCCc1cc2c(C)ccc(C)c2[nH]c1=O` gave SRC1 inh 5, NR5A2 inv ag -8, TWEAK Fn14 block -37, COUP-TFII inh 1, TROY NFkB inh 13, NCOA3 inh 1, EBV LMP1 NFkB 4, NOD2 RIPK2 PPI -7, C8 TRAIL sens 7, TLR9-MyD88 inh -1 and SRC2 inh -8.
For N#Cc1c(N)c(C#N)c(-c2ccc(O)cc2)c2c1CCCC2 the results were SRC1 inh 22, NR5A2 inv ag 52, TWEAK Fn14 block 6, COUP-TFII inh 14, TROY NFkB inh 33, NCOA3 inh 19, EBV LMP1 NFkB 10, NOD2 RIPK2 PPI 2, C8 TRAIL sens -16, TLR9-MyD88 inh 8 and SRC2 inh 15.
`c1cc(OCCCN2CCCCC2)ccc1CN1CCCCC1` gave SRC1 inh 14, NR5A2 inv ag 3, TWEAK Fn14 block 6, COUP-TFII inh 9, TROY NFkB inh -28, NCOA3 inh 2, EBV LMP1 NFkB 5, NOD2 RIPK2 PPI -3, C8 TRAIL sens 3, TLR9-MyD88 inh -10 and SRC2 inh 9.
`O=C(Nc1ccccc1)C1CC(=O)n2ncnc2N1` (stereo unspecified) gave SRC1 inh -11, NR5A2 inv ag -23, TWEAK Fn14 block 14, COUP-TFII inh -1, TROY NFkB inh 16, NCOA3 inh 0, EBV LMP1 NFkB 3, NOD2 RIPK2 PPI -3, C8 TRAIL sens 1, TLR9-MyD88 inh 7 and SRC2 inh -13.
For CN1CCN(CCn2c(=S)[nH]c3ccccc3c2=O)CC1 the results were SRC1 inh -33, NR5A2 inv ag 12, TWEAK Fn14 block 1, COUP-TFII inh -15, TROY NFkB inh 5, NCOA3 inh 17, EBV LMP1 NFkB -2, NOD2 RIPK2 PPI -2, C8 TRAIL sens 5, TLR9-MyD88 inh 3 and SRC2 inh -12.

These rows are one share of the data (hit frequency here may not be typical).
